Source: PubChem BioAssay (several laboratories)
SSB-PriA inh: inhibitors of Klebsiella pneumoniae PriA binding to SSB C-terminal tail, primary screen, biochemical, AlphaScreen | hit rate 0.6% among 430,000 | inhibition, % at 33 µM | PriA–SSB C-terminal tail interaction (Klebsiella pneumoniae) | AlphaScreen SSBct-PriA binding, biotinylated peptide; in the data active = inhibition mostly above about 37%, no sharp cut-off; inactive = mostly below about 20%;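 also: plate controls were negative control peptide for no effect and reference peptide for full effect; strong numbers were not always called active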
PfHsp40 rescue: rescue of yeast from PfHsp40 toxicity, primary screen, S. cerevisiae, ATP luminescence | S. cerevisiae expressing PfHsp40, growth rescue | growth rescue, % at 12.5 µM | hit rate 0.68% among 340,000 | AID 504582, 2011; in the data active = growth rescue above about 28%, passing the limit was not always enough;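 also: yeast W303a lacking pdr1 and pdr3 grown in galactose medium; growth measured after three days at 30 °C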
MazEF act: activators of E. coli MazEF toxin-antitoxin RNase, primary screen, biochemical, fluorescence, uHTS; hit rate 0.32% among 350,000; Endoribonuclease toxin MazF (Escherichia coli (strain K12)), P0AE70; FAM/BHQ RNA-DNA oligo cleavage fluorescence, 5 h; activation, % at 20 µM; AID 504720, 2011; in the data active = activation above about 50%
3CLpro inhibitor: SARS-CoV 3CLpro protease inhibitors, primary screen, biochemical, quenched FRET; Replicase polyprotein 1ab (Severe acute respiratory syndrome coronavirus), P0C6X7; recombinant SARS-CoV 3CLpro, quenched FRET peptide cleavage; inhibition, % at 6 µM; hit rate 0.14% among 290,000; AID 1706, 2009; in the data active = inhibition above about 12%
DUSP3 inh: VHR1 phosphatase inhibitors, primary screen, biochemical, absorbance, uHTS; Dual specificity protein phosphatase 3 (Homo sapiens), P51452; recombinant VHR phosphatase, pNPP absorbance; inhibition, % at 13.3 µM; hit rate 0.52% among 290,000; in the data active = inhibition above about 50%; also: some compounds called inactive have numbers as strong as hits
Rv3671c inh: Rv3671c serine protease inhibitors, primary screen, biochemical, fluorescence polarization, M. tuberculosis H37Rv. P9WHR9. inhibition, % at 5.96 µM. hit rate 0.048% among 320,000; in the data active = inhibition above about 38%;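 also: extracellular domain of Rv3671c used as enzyme; 0% = enzyme with DMSO and 100% = no enzyme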
Yp Topo-I inh: Yersinia pestis topoisomerase I inhibitors, primary screen, biochemical, cleavage product accumulation, plate reader, single point; activity, % at 10 µM; Y. pestis Topo-I cleavage product accumulation; hit rate 0.064% among 360,000; AID 504884, 2011; DNA topoisomerase I (Yersinia pestis CO92); in the data active = activity above about 50%, passing the limit was not always enough; also: inactives centre near 2
Vc quorum ag: inducers of Vibrio cholerae quorum light production without autoinducers, primary screen, BH1578 luxS cqsA deficient, single point. V. cholerae BH1578 lux reporter, luminescence, 6 h. activation, % at 18.7 µM. hit rate 0.16% among 350,000. AID 588436, 2011; in the data active = activation mostly above about 9.7%, no sharp cut-off; also: not every result past the cut was called active; inactives centre near 0; reference of the scale not given here
Anthrax LF prot: Bacillus anthracis LF protease inhibitors, primary screen, biochemical, multiplex microsphere, MLPCN library; multiplex microsphere protease cleavage assay; hit rate 0.12% among 360,000; inhibition, % at 10 µM; in the data active = inhibition above about 30%; also: plate controls were buffer without enzyme for full effect and enzyme alone for no effect
TcdB GH inh: TcdB glycohydrolase inhibitors, primary screen, biochemical, single point, plate reader. inhibition, % at 9.99 µM. hit rate 0.24% among 350,000. TcdB glycohydrolase enzymatic assay; in the data active = inhibition above about 10%
Target sequence (P18177 whole entry, looked up): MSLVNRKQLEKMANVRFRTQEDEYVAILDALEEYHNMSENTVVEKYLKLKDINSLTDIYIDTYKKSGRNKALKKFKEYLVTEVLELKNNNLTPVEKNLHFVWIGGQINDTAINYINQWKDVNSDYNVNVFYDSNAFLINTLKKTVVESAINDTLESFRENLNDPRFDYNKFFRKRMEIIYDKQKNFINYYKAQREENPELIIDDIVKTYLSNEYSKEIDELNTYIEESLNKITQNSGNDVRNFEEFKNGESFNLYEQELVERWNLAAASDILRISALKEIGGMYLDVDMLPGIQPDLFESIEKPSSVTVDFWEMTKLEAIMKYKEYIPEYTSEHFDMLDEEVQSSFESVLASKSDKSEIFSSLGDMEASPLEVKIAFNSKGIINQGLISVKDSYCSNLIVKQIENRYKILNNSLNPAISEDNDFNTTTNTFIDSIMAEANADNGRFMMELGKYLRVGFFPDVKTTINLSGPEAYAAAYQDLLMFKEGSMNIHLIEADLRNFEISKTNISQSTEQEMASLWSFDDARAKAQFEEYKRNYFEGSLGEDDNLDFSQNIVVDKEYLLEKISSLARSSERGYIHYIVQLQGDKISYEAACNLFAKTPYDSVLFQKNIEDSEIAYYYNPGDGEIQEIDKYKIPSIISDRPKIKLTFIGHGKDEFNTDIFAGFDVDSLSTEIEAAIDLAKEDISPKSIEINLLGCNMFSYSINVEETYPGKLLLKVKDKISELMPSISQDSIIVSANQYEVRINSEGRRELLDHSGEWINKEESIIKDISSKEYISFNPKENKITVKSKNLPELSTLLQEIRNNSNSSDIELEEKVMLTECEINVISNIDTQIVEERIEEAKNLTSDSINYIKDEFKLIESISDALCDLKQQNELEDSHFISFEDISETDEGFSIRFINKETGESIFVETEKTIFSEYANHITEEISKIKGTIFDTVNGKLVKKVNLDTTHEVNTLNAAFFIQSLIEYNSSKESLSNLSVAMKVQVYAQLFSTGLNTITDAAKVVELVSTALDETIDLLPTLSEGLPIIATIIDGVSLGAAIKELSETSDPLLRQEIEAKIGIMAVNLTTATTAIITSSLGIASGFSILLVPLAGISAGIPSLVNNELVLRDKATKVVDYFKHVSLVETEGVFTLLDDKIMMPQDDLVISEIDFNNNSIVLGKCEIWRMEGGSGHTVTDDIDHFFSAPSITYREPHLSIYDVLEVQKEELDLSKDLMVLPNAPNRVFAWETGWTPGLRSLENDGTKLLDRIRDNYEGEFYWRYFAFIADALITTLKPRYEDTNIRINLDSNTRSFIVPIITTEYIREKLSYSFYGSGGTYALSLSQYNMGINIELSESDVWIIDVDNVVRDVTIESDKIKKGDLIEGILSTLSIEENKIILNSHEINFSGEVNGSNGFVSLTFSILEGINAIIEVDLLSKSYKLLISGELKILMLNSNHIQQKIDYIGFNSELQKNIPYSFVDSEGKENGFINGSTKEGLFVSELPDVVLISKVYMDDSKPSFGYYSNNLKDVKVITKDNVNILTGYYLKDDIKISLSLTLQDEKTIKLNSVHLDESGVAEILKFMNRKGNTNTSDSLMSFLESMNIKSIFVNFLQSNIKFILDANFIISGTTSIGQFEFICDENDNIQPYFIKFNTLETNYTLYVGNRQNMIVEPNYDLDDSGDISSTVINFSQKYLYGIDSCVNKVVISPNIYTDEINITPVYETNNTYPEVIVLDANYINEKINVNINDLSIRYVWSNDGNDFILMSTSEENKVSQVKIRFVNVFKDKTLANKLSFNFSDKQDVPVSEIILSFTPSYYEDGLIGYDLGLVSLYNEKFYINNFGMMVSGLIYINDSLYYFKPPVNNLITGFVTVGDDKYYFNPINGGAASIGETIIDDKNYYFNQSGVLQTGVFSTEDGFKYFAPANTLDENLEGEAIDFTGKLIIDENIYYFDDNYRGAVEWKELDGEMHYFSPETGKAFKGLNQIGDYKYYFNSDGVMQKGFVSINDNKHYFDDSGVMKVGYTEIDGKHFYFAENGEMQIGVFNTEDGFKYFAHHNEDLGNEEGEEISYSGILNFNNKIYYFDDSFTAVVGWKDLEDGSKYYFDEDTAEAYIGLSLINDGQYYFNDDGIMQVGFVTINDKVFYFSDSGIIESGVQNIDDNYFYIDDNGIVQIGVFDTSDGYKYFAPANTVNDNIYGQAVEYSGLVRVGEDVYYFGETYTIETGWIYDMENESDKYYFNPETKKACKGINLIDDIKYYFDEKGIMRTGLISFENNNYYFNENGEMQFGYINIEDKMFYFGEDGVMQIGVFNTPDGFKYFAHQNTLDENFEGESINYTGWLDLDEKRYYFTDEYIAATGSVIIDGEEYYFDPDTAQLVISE
An asterisk follows results filed as active; i = inactive; / = no result given; & = joins results of further samples.

canonical_smiles	DUSP3 inh	MazEF act	Yp Topo-I inh	Vc quorum ag	Anthrax LF prot	3CLpro inhibitor	Rv3671c inh	SSB-PriA inh	PfHsp40 rescue	TcdB GH inh
CN(CCc1ccccn1)S(=O)(=O)c1ccc2c3c(cccc13)C(=O)N2	6	5	-1	i	-4	-3	0	-6	-1.6	/
Cc1cccc(C(=O)N2CCC(=O)N(C(COCc3cccc(C(F)(F)F)c3)Cc3ccccc3)CC2)c1 (centres undefined)	-4	0	39	0.0	-6	-4	-4	-19	9.0	1.9
CN(C(=O)COC(=O)CNC(=O)c1cccs1)c1c(N)n(Cc2ccccc2)c(=O)[nH]c1=O	/	11	0	-1.3	-5	/	-2	11	-1.0	1.2
CCn1c(/N=C/c2c[nH]c3ccccc23)nc2ccccc21	12	-2	4	1.0	-3	0	1	/	-0.8	/
COC(=O)Nc1ccc(S(=O)(=O)N2CCC(C)CC2)cc1	16	11	-7	-0.5	-1	4	-6	-2	-0.5	/
O=C(NNC(=O)c1ccc(Oc2ccc(C3SCCS3)cc2)o1)c1ccc(Cl)cc1	23	-8	5	-0.7	-13	3	-25	-3	0.6	1.3
CCCCn1c(SCC(=O)c2ccc(O)c(O)c2)nc2ccsc2c1=O	38	5	-3	-0.3	-2	6	-20	6	0.4	/
CCCC(C)c1nnc(NC(=O)CS(=O)(=O)Cc2ccccc2)s1 (centres undefined)	3	-8	1	i	1	1	-2	-1	0.4	/
Cc1cc(C)c2c(c1)OC(=O)CC2c1ccccc1C (centres undefined)	/	3	4	-5.0	4	/	/	6	-1.2	1.1
CC(=O)c1sc(=S)n(-c2ccc(Cl)cc2)c1C	30	2	-2	i	1	3	-5	14	-0.3	0.6
CC(C)CCC(O)(CCC(C)C)C(=O)NN1CCCCC1	4	2	-2	-0.3	0	-4	1	-4	0.8	/
O=C(O)Cc1ccc(NC(=S)NCc2ccco2)cc1	-5	9	0	i	-1	-1	-2	-10	-0.6	/
Cc1cc([N+](=O)[O-])nn1CC(=O)N/N=C/c1ccccc1Br	-3	2	-3	-0.3	-2	1	-4	i	-1.4	1.0
Cc1cc(Br)ccc1NC(=O)CNC(=O)c1ccc(-n2cncn2)c([N+](=O)[O-])c1	/	4	-2	i	-2	/	1	-2	0.7	-0.7
CC(=O)N1CCN(S(=O)(=O)c2cccc(C(=O)N(Cc3ccccc3)c3cccc(C)c3)c2)CC1	/	-15	-7	i	-3	/	-7	-10	-0.1	2.7

(more compounds)
canonical_smiles	DUSP3 inh	MazEF act	Yp Topo-I inh	Vc quorum ag	Anthrax LF prot	3CLpro inhibitor	Rv3671c inh	SSB-PriA inh	PfHsp40 rescue	TcdB GH inh
O=C(CCCN=C1NS(=O)(=O)c2ccccc21)OCc1ccc(F)cc1	/	3	-8	-2.4	-4	/	9	-5	-0.7	0.9
COC(CNC(=O)c1ccc2c(c1)ncn2C1CCCCCC1)OC	6	-2	4	-0.8	3	4	-4	-10	0.9	-0.2
CCCN(CC(=O)Nc1ccc(F)c(F)c1F)C(=O)c1ccc2c(=O)n3c(nc2c1)CCC3	/	12	20	i	-4	/	3	1	0.5	2.5
COc1ccccc1CNC(=O)C1CCC(CNS(=O)(=O)c2ccc(C)cc2)CC1 (centres undefined)	10	3	29	-1.2	-2	5	2	1	-1.3	-0.7
CC1(C(=O)Nc2cnc3ccccc3c2)CCN1Cc1ccc(OC(F)(F)F)cc1 (centres undefined)	/	/	26	-0.2	-6	/	/	/	/	0.3
Cc1ccc(-c2nnc(SCC(=O)N3CCOCC3)nc2-c2ccc(C)cc2)cc1	12	4	22	i	3	-2	7	19	0.0	/
CC(=O)N[C@@H](Cc1ccc(O)cc1)CN1C(N)=NC[C@@H]1CC(C)C	-7	4	-2	i	4	-4	7	0	2.0	1.6
CC(C)(C)CN1CCN(CCCc2ccccc2)C(CCO)C1 (centres undefined)	10	-5	13	-3.8	8	1	0	-8	-0.2	0.5
COC(=O)C1CCN(C2CC(=O)N(c3cc(C)cc(C)c3)C2=O)CC1 (centres undefined)	4	10	12	-0.3	0	0	2	1	45*	-0.1
CCOc1ccc(CCNC(=O)c2cc(S(=O)(=O)N3CCOCC3)ccc2C)cc1OCC	/	-2	-7	-7.1	-9	/	7	-5	1.0	0.4
O=C(Nc1ccc(Oc2ccccc2)cc1)C1CCCN(c2ncccn2)C1 (centres undefined)	9	2	-8	1.4	-4	-2	0	-8	0.7	/
O=C(c1ccc(Cl)c(S(=O)(=O)N2CCCCC2)c1)N1CCCCC1	2	0	0	i	-1	-4	-6	-14	5.7	-0.6
CCN(CC)CCN(C(=O)c1ccc2ccccc2c1)c1nc2ccc(F)cc2s1	16	-2	19	i	-3	-6	-7	8	-0.1	-1.1
COc1ccc2cc(C(=O)C3CCCN(C(=O)c4csnn4)C3)ccc2c1 (centres undefined)	-8	1	-2	-0.7	9	1	-5	-7	-2.0	-0.3
CC(C)c1ccc(N2CCN(C(=O)c3ccccc3NC(=O)/C=C\C(=O)O)CC2)cc1	24	6	0	5.7	-17	4	-3	-1	0.6	/

Whole records, looked up by structure.
Shown for `Cc1cc(C)c2c(c1)OC(=O)CC2c1ccccc1C` (centres undefined) : DUSP3 inh: /; MazEF act: 3; Yp Topo-I inh: 4; Vc quorum ag: -5.0; Anthrax LF prot: 4; 3CLpro inhibitor: /; Rv3671c inh: /; SSB-PriA inh: 6; PfHsp40 rescue: -1.2; TcdB GH inh: 1.1
Shown for `CCCC(C)c1nnc(NC(=O)CS(=O)(=O)Cc2ccccc2)s1` (centres undefined) : DUSP3 inh: 3; MazEF act: -8; Yp Topo-I inh: 1; Vc quorum ag: i; Anthrax LF prot: 1; 3CLpro inhibitor: 1; Rv3671c inh: -2; SSB-PriA inh: -1; PfHsp40 rescue: 0.4; TcdB GH inh: /

(further entries)
canonical_smiles	DUSP3 inh	MazEF act	Yp Topo-I inh	Vc quorum ag	Anthrax LF prot	3CLpro inhibitor	Rv3671c inh	SSB-PriA inh	PfHsp40 rescue	TcdB GH inh
O=C(NCc1ccccn1)Nc1ccc(Cl)cc1	/	3	2	-0.5	-3	/	0	-6	-0.1	1.5
c1ccc(CSc2ccc3nnc(-c4ccccn4)n3n2)cc1	8	3	-2	-3.2	-5	-1	6	2	0.2	0.8
N#C/C(=C\c1cc(Br)ccc1F)C(=O)NC1CC1	14	-1	-8	-0.8	-1	1	-2	-3	-2.3	0.6
O=C(CN(CC1CCCO1)C(=O)CNS(=O)(=O)c1ccccc1)NCc1ccco1 (centres undefined)	-18	8	2	-0.9	0	1	3	-1	0.0	0.7
CCCCC(=O)N/N=C/c1c(O)n(CCCC)c(=S)[nH]c1=O	16	-4	2	i	-10	0	3	/	0.5	-0.9
CNC(=S)N(CCc1c(C)[nH]c2ccccc12)Cc1cc(OC)c(OC)c(OC)c1	0	4	12	-0.1	-4	-1	2	6	1.3	0.0
N#C/C(C(=O)NCc1ccco1)=C1/SC(Cc2ccc(F)cc2)C(=O)N1c1ccccc1 (centres undefined)	10	-2	3	i	0	-4	-1	-5	0.6	/
Cc1nc(N)c(C#N)c(-c2ccccc2Cl)c1C	27	3	-1	i	0	-2	-4	-9	-2.4	/
COc1ccccc1CCNC(=O)C(=O)NCC1OCCN1S(=O)(=O)c1ccc(Cl)cc1 (centres undefined)	6	8	38	-0.4	3	1	-1	-7	-0.7	-0.2
O=C(C1CCN(Cc2ccc(F)cc2)CC1)N1CCN(C/C=C/c2ccccc2)CC1	-6	-7	8	-0.3	-2	1	5	5	0.0	-0.4
CN1C(=O)N(c2cccc3ccccc23)C(n2cncn2)C1(C)C (centres undefined)	10	2	-1	4.5	-3	-4	12	-7	0.1	/
Cc1ccc2c(c1)nnn2C1CCN(CC(=O)N2CCN(c3ccc(F)cc3)CC2)CC1	37	-19	24	i	7	-3	-2	-3	-0.9	/
CC(C)c1ccc(NC(=O)Cn2ncc3ccccc32)cc1	-20	2	2	-8.3	6	2	/	-4	-0.7	0.4
COc1cccc(NC(=O)c2ccc(NCCCN3CC(C)CC(C)C3)c([N+](=O)[O-])c2)c1 (centres undefined)	8	21	-29	-0.5	-4	-5	/	19	-0.3	0.6
CC12CCC(C(=O)NCc3ccc4c(c3)OCO4)(OC1=O)C2(C)C (centres undefined)	-8	-7	2	i	2	4	-5	-1	-0.2	/

Following part:
canonical_smiles	DUSP3 inh	MazEF act	Yp Topo-I inh	Vc quorum ag	Anthrax LF prot	3CLpro inhibitor	Rv3671c inh	SSB-PriA inh	PfHsp40 rescue	TcdB GH inh
CCCC[C@@H]1C[C@H]1[C@@H](NC(=O)c1ccco1)c1ccc(C(=O)OC)cc1	/	-1	/	/	/	/	9	-18	/	0.6
COC(=O)c1ccccc1NN=Nc1ccccc1[N+](=O)[O-]	/	15	1	0.7	-2	/	/	/	/	-1.7
Cc1cc(C)c2cc(C#N)c(SCC(=O)NCc3ccco3)nc2c1	8	1	2	i	4	-4	-4	-16	-1.4	/
COc1ccc2cc(CN(CC3CCCO3)C(=S)Nc3ccccc3)c(=O)[nH]c2c1 (centres undefined)	16	-4	-5	-0.4	-6	2	-6	-5	-0.5	1.3
CC(=O)Nc1cccc(OCC(=O)Nc2sccc2C(N)=O)c1	2	-2	1	-2.3	-3	-3	-13	8	-1.2	0.4
CC1CN(C(=O)CSc2nnc(NC(=O)NC(C)(C)C)s2)CC(C)O1 (centres undefined)	/	2	9	-0.4	/	/	1	0	0.5	1.6
Cc1cc(NC(=O)c2noc3c2CCc2ccccc2-3)no1	11	-12	-1	-1.5	4	/	-8	9	-0.4	-1.2
Cc1ccc(C)c(N(C)C(=O)c2cc3c(=O)[nH]c4ccc(C)cc4c3s2)c1	-5	-5	12	2.1	-7	-7	-5	-5	0.7	1.2
CC(NC(=O)COC(=O)c1cccs1)c1ccccc1 (centres undefined)	-1	-25	-1	-0.1	-1	4	0	-16	-1.0	0.3
Cc1cc(C(=O)NCC(C)C)c2ccccc2n1	36	-2	-5	i	3	3	5	-19	0.9	/
CCOC(=O)N1CCN(S(=O)(=O)c2ccc(C(=O)NNc3nc4cc(C)cc(C)c4s3)cc2)CC1	0	10	3	i	-7	5	16	-1&32	323*	/
C=C(C)CC(Nc1ccc(OC)cc1)c1ccco1 (centres undefined)	14	-1	1	0.4	1	6	-2	-8	0.8	0.8
Cc1ccc(NC(=O)C(=O)NCCCN2CC(C(=O)O)CC2=O)cc1 (centres undefined)	30	5	-5	-0.2	2	-2	0	7	-0.5	0.3
CCCc1ccc(OCCNC(=O)CC)cc1	-5	-8	4	0.1	0	3	4	-2	-0.4	0.7
O=c1[nH]c2ccccc2nc1C(Nc1ccccc1)c1ccccc1 (centres undefined)	32	12	1	-0.3	-5	4	1	7	-0.7	0.6

Continuation:
canonical_smiles	DUSP3 inh	MazEF act	Yp Topo-I inh	Vc quorum ag	Anthrax LF prot	3CLpro inhibitor	Rv3671c inh	SSB-PriA inh	PfHsp40 rescue	TcdB GH inh
O=C(NC1CCCCC1)c1ccc(OC2CCN(Cc3ccccn3)CC2)cc1	5	9	11	-0.6	-4	-4	0	1	0.7	/
COc1ccc(C(=O)Nc2ccc(S(=O)(=O)Nc3nccc(C)n3)cc2)cc1[N+](=O)[O-]	23	7	-8	-0.4	2	-1	10	-13	-0.9	0.4
CCCCC(=O)OCc1cn(-c2ccc(Cl)cc2)nn1	6	2	8	i	-1	-1	0	-22	0.5	/
O=C(Nc1ccccc1Cl)C1CCCN(S(=O)(=O)c2cccc3cccnc23)C1 (centres undefined)	38	-30	9	-0.2	0	-3	-8	-9	0.7	0.6

The list is partial, so the mix of outcomes need not match the whole.
